hIAP act: human IAP activation. purified human IAP, CDP-Star luminescence, 30 min; active compounds read high; 1 = vehicle-only enzyme, 0 = enzyme-free background. P09923. actives 0.16% (n = 330,000). activation factor at 10 µM;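 active means activation factor of the enzyme at least 2-fold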; further: the source names both 10 and 20 µM as test concentration; values of inactives mirror those of a sister screen read the other way
Target sequence (P09923 whole entry, looked up): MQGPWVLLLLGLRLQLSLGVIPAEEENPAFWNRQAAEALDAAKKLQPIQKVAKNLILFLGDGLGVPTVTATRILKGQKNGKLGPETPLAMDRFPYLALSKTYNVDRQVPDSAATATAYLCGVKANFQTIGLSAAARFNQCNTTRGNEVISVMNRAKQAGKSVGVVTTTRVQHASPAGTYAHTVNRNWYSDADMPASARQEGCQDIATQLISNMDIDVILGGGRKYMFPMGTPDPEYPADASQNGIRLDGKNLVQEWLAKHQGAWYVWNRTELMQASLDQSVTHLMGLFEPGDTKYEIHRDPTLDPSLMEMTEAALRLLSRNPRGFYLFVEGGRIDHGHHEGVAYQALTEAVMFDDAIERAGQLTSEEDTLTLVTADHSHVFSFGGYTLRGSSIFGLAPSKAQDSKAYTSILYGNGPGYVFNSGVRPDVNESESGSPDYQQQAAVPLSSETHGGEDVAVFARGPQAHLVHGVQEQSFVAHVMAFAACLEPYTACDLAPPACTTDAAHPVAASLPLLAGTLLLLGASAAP
HKDC1 inh: blocks human hexokinase HKDC1 activity; inhibition, % at 20 µM; actives 0.16% (n = 340,000); recombinant HKDC1, G6PDH/diaphorase resazurin coupled fluorescence; Q2TB90;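 active means inhibition above about 35% when tested at 20 µM, limit read from the data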;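 further: plate controls were DMSO wells with enzyme for no effect and DMSO wells lacking enzyme for full effect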
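Material: recombinant HKDC1 hexokinase; Amount: HKDC1 at 5 µg/mL; Medium: Tris pH 8.0 buffer with MgCl2, Tween-20, BSA, BME; Schedule: 90 min reaction incubation at room temperature, dark; Technique: coupled resazurin fluorescence, excitation 525 nm, emission 613 nm.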
A3A deaminase: blocks human APOBEC3A ssDNA deamination; P31941; inhibition, % at 20 µM; recombinant A3A, FAM/TAMRA ssDNA deamination fluorescence; actives 0.41% (n = 330,000);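 active means at least 40% inhibition at 20 µM here, with at most 30% in a related deaminase screen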;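 further: plate controls were A3A with DMSO for no effect and wells lacking A3A enzyme for full effect; some results filed as inactive read as strong as hits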
Target sequence (P31941 whole entry, looked up): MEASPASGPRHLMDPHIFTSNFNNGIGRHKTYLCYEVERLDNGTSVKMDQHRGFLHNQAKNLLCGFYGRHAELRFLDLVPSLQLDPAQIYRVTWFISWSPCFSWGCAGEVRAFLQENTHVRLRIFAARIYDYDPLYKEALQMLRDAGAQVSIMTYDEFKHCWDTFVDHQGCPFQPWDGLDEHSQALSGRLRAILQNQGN
PfGluPho inh: PfG6PD (Plasmodium falciparum) enzyme inhibition. PfGluPho enzyme, NADPH resazurin-diaphorase fluorescence. inhibition, % at 20 µM. actives 0.78% (n = 350,000). AID 504690;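 active means inhibition reaching at least a set limit at 20 µM in the primary screen, cut at about 59% in these data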;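 further: 0% = DMSO wells with substrate and 100% = DMSO wells lacking glucose-6-phosphate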
mIAP activ: increases mouse intestinal alkaline phosphatase activity; actives 0.24% (n = 330,000); muIAP, CDP-Star luminescence, 30 min; active compounds read high; 1 = vehicle-only enzyme signal, 0 = enzyme-free wells; activation factor at 10 µM;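 active means activation factor of at least 2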; further: the source names both 10 and 20 µM as test concentration; values of inactives mirror those of a sister screen read the other way
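also added = chemiluminescent substrate CDP-Star | test system = mouse IAP enzyme | signal = chemiluminescence readout | compound = DMSO-dissolved test compounds | incubation = 30 min at room temperature | benchmarks = DMSO wells, no-enzyme wells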
ATG4B inhibitor: blocks human ATG4B protease cleavage of LC3 substrate | actives 0.51% (n = 340,000) | inhibition, % at 8.33 µM | AID 504462 | ATG4B cleavage of LC3-PLA2, NBD-HPC fluorescence, 1 h; in the data active means inhibition above about 40%
hIAP block: blocks human intestinal alkaline phosphatase; actives 0.12% (n = 330,000); purified IAP, CDP-Star luminescence, 30 min; AID 2544; inhibition, % at 10 µM;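 active means inhibition reaching a set limit with compound at 10 µM in the primary screen, cut at about 35% in these data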;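 further: plate controls were DMSO wells with enzyme for no effect and no-enzyme buffer wells for full effect; values of inactives mirror those of a sister screen read the other way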
mIAP inh: mouse IAP inhibition; actives 0.2% (n = 330,000); purified mouse IAP, CDP-Star luminescence, 30 min; inhibition, % at 10 µM; AID 2806;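 active means inhibition of at least 40% at 10 µM in the primary screen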;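 further: plate controls were DMSO with enzyme for no effect and no enzyme wells for full effect; values of inactives mirror those of a sister screen read the other way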
Starred values were filed as active, the others as inactive.

SMILES	hIAP act	HKDC1 inh	A3A deaminase	PfGluPho inh	mIAP activ	ATG4B inhibitor	hIAP block	mIAP inh
Cc1ccc(S(=O)(=O)N(C)CCCC(=O)NCc2ccc3c(c2)OCO3)cc1	1.1	-8	0	-7	1.2	7	-10	-16
Cc1ccc(-n2c3c(cc(C(=O)O)c2=O)C(=O)CC(C)(C)C3)cc1	1.1	-3	0	-2	1.1	15	-6	-9
CCOC(=O)c1c(-c2ccc(OC)cc2)cn2ccccc12	0.92	-2	-1	1	0.96	6	8	4
CNc1ccccc1C(C)(C)c1cc(-c2ccc(F)cc2)no1	0.95	-8	3	10	1	7	5	0
Cc1cc(C)nc(N2CCC(C(=O)NCCc3ccc(Cl)cc3)CC2)n1	1	-4	-3	-8	1	2	-3	-3
COC(=O)Cc1ccc(OC(=O)c2cccc(S(=O)(=O)N3CCN(C)CC3)c2)cc1	0.94	-5	-3	-3	1	-3	6	-2
COc1cc(SC)ccc1C(=O)N1CCN(c2ccccc2F)CC1	1.2	-1	10	-4	0.91	1	-18	9
O=C(CN1CCN(S(=O)(=O)N2CCCCC2)CC1)Nc1cc(Cl)ccc1Cl	0.92	-7	1	-3	0.95	-9	8	5
O=S1(=O)CCOC[C@H](CC2CCCCC2)N1Cc1ccc(F)cc1	1	1	0	14	1	-11	-3	-2
Cc1ccc(N(C(=O)CNC(=O)c2ccco2)C(C(=O)NCC2CCCO2)c2ccccc2)cc1C (stereo not given)	1.2	-2	-3	-15	0.98	-3	-16	2
O=C(CSc1nnnn1C1CC1)Nc1ccc(S(=O)(=O)N2CCOCC2)cc1	1.2	-2	-2	9	0.96	4	-18	4
COc1ccc(S(=O)(=O)Nc2ccc3c(c2)C(=O)N([C@H](C)CO)C[C@H](C)[C@@H](CN(C)C(=O)NC(C)C)O3)cc1	0.77	0	-1	-6	1	-10	23	-1
COc1cccc(NC(=O)C(NC2CCCC2)c2ccccc2)c1 (stereo not given)	1.2	-5	-17	-20	1	-14	-15	-3
O=C(Cn1cnc2c(nnn2Cc2ccc(F)cc2)c1=O)NCc1ccco1	1	-1	3	8	0.96	1	-3	4
COC(=O)/C=c1/s/c(=C(/C#N)C(=O)NCc2ccccc2)n(-c2ccccc2)c1=O	1.1	1	-2	-1	0.85	4	-7	15
O=C(CSc1nnc(C2CC2)n1C1CC1)c1ccccc1F	0.88	-8	-3	-2	0.99	1	12	1
Cc1nnc(SCC(=O)N(CC(C)C)C2CCS(=O)(=O)C2)n1N (stereo not given)	0.98	-5	-6	-5	1.1	-29	2	-7
CCOC(=O)CCC(=O)N1CCOCCOCCN(C(=O)CCC(=O)OCC)CCOCC1	0.85	-12	0	-3	0.87	3	14	13
Cc1cccc(-c2cc(=O)c(C(=O)O)cn2-c2ccc(F)cc2F)c1	0.83	4	-2	-2	0.89	-7	17	11
CN(C)c1ccc(C2Nc3ccccc3C(=O)N2CCN2CCNC2=O)cc1 (stereo not given)	1.1	2	-1	4	1	-1	-12	0
CN(CC1CCCO1)S(=O)(=O)c1ccc(C(=O)Nc2nnc(-c3ccccc3)o2)cc1 (stereo not given)	1.2	0	-3	-24	0.92	-1	-19	8
CC(OC(=O)c1ccc(S(=O)(=O)NCc2ccco2)cc1)C(=O)Nc1ccccc1 (stereo not given)	1.1	2	-1	-1	0.94	4	-6	6
COC(=O)c1ccc(OCC(O)CNC2CCCC2)cc1 (stereo not given)	0.96	-1	-3	10	0.94	-3	4	6
COc1cc(Cl)ccc1OCc1cc(C(=O)NC2CCc3ccccc32)no1 (stereo not given)	1	-5	-3	-8	0.93	2	-2	8
CCN1C(=O)N[C@@H](c2ccccc2)[C@H](C(=O)OC)[C@H]1C	1.1	-5	-4	-10	1.1	0	-6	-6
CCCCCC(=O)Nc1nc(C)c(-c2csc(Nc3ccccc3OCC)n2)s1	1	11	1	12	0.84	4	-1	16
Cc1nnc(N2C(=O)C(=O)/C(=C(\O)c3ccc4c(c3)CC(C)O4)C2c2ccccc2)s1 (stereo not given)	0.92	-4	-4	-7	1.1	-4	8	-5
CCOc1cc(C)c(C(C)C)cc1S(=O)(=O)n1ccc(C)n1	1.3	5	-4	-16	0.95	2	-32	5
O=C1CCC(C(=O)OCc2nnc(-c3ccc(Br)cc3)o2)=NN1	0.9	-1	-1	6	0.96	-11	10	4
COc1ccc(/C=N/NC(=O)c2cc3cc(OC)c(OC)cc3[nH]2)cc1	1	9	-4	15	1.2	-20	-2	-17
O=S(CC(O)COCc1ccc(Cl)cc1)c1ccccn1 (stereo not given)	0.94	-7	2	-3	0.98	2	6	2
COc1cccc(C(=O)COC(=O)C(C)N2C(=O)C3C4C=CC(C4)C3C2=O)c1 (stereo not given)	1	-7	-1	6	1	-1	-1	-1
COc1ccc(NC2CCCN(C(=O)CCc3cccc(F)c3)C2)cc1 (stereo not given)	1.1	2	-3	3	1	15	-9	-1
O=C(c1ccccc1)c1c[nH]c(C(=O)NCc2cccnc2)c1	1.3	-3	-1	-4	1	-6	-26	-3
O=C(NCc1ccccc1)C(c1ccccc1)N(C(=O)c1csnn1)c1ccc(F)cc1 (stereo not given)	0.89	-3	-4	2	1	-8	11	-2
COc1ccc(NC(=O)CN(C)C(=O)c2ccc(S(=O)(=O)Nc3ccccc3F)cc2)cc1	0.82	-2	-1	-10	0.97	-3	18	3
N#CC1=C(N)Oc2n[nH]c(-c3ccccc3)c2C1c1ccncc1 (stereo not given)	0.97	5	4	0	0.98	-10	3	2
O=C(O)c1ccccc1NCc1ccncc1	0.93	14	27	-25	1	2	7	0
CCOC(=O)Cn1nnnc1C(C(C)C)N(Cc1cccs1)Cc1cc2cc(C)ccc2[nH]c1=O (stereo not given)	0.98	2	4	9	1.1	-17	2	-9
CC(C)OCCCN1CN(S(=O)(=O)c2ccc(Cl)cc2)c2nc3ccccc3nc21	0.94	-2	-2	0	0.87	-5	6	13
COc1ccc(S(=O)(=O)N2CCN=C2SCc2cccc(C)c2)cc1	1.6	9	-1	17	1	-3	-55	-4
C=C(C)CN=c1scc(C)n1/N=C/c1ccco1	1	-6	6	5	1	-1	-4	0
CCCCCOc1ccc(C(=O)CCC(=O)NNC(=O)c2ccncc2)cc1	1.8	5	-2	-11	2.8*	-7	-82	-178
Cc1ccc2c(c1)C(c1ccccc1)N(C(=O)C(C)C)CC(=O)N2 (stereo not given)	1.1	-4	0	10	1	-14	-8	-4
COC(=O)C1=C(C(=O)OC)C2C(C)=CC(C)=CN2C(C(=O)OC)=C1C(=O)OC (stereo not given)	0.97	-6	2	24	1	1	3	-1

Some entries already given, reduced to hIAP block:
SMILES	hIAP block
O=C(c1ccccc1)c1c[nH]c(C(=O)NCc2cccnc2)c1	-26
O=C(NCc1ccccc1)C(c1ccccc1)N(C(=O)c1csnn1)c1ccc(F)cc1 (stereo not given)	11

Quoted from above, seven compounds:
SMILES	hIAP act	HKDC1 inh	A3A deaminase	PfGluPho inh	mIAP activ	ATG4B inhibitor	hIAP block	mIAP inh
Cc1ccc(S(=O)(=O)N(C)CCCC(=O)NCc2ccc3c(c2)OCO3)cc1	1.1	-8	0	-7	1.2	7	-10	-16
Cc1ccc(-n2c3c(cc(C(=O)O)c2=O)C(=O)CC(C)(C)C3)cc1	1.1	-3	0	-2	1.1	15	-6	-9
CCOC(=O)c1c(-c2ccc(OC)cc2)cn2ccccc12	0.92	-2	-1	1	0.96	6	8	4
CNc1ccccc1C(C)(C)c1cc(-c2ccc(F)cc2)no1	0.95	-8	3	10	1	7	5	0
Cc1cc(C)nc(N2CCC(C(=O)NCCc3ccc(Cl)cc3)CC2)n1	1	-4	-3	-8	1	2	-3	-3
COC(=O)Cc1ccc(OC(=O)c2cccc(S(=O)(=O)N3CCN(C)CC3)c2)cc1	0.94	-5	-3	-3	1	-3	6	-2
COc1cc(SC)ccc1C(=O)N1CCN(c2ccccc2F)CC1	1.2	-1	10	-4	0.91	1	-18	9

Next results:
SMILES	hIAP act	HKDC1 inh	A3A deaminase	PfGluPho inh	mIAP activ	ATG4B inhibitor	hIAP block	mIAP inh
COc1ccc(C2=NN(CN3C(=O)C(=O)c4ccccc43)C(c3cccc([N+](=O)[O-])c3)C2)cc1 (stereo not given)	1.1	16	4	14	0.88	-3	-11	12
C=CCOc1cccc(C(=O)/C=C2/C(=O)Nc3ccccc32)c1	0.8	12	-1	34	0.86	-4	20	14
CC(C)(CNC(=O)CCC1CCCC1)CNC(=O)CCC1CCCC1	1.5	-2	-2	8	1	0	-51	-2
Cc1cccc(-n2nc(C)cc2N)c1	1.1	-8	-1	-10	1.2	-4	-9	-15
CSc1ccc(S(=O)(=O)NCCOc2ccccc2C)cc1	0.98	-6	3	7	1.1	24	2	-10
CCOC(=O)CNC(=O)Cn1cnc2c(nnn2-c2ccccc2)c1=O	0.97	-4	2	2	1	-3	3	0
COc1ccc2nc(NC(=O)c3cccc(-c4cc5ccccc5oc4=O)c3)sc2c1	0.92	8	0	-25	0.99	-3	8	1
CN(CC(O)COc1ccc(S(=O)(=O)N2CCOCC2)cc1Cl)C1CCCCC1 (stereo not given)	1.3	-6	-6	1	1	-6	-32	0
Cc1cc2ccccc2n1CCNC(=O)COc1ccccc1	0.97	0	0	6	0.98	-6	3	2
CC(C)(C)C(=O)COC(=O)C1CC(=O)N(c2ccccc2)C1 (stereo not given)	1	-11	1	14	1	11	-4	-4
Cc1ccccc1Nc1c(-c2ccncc2)nc2ccc(Br)cn12	0.93	-4	-1	19	0.85	-3	7	15
Cc1ccc(C)c2c1cc(C)c1nnc(SCC(=O)Nc3nc4c(s3)CCCC4)n12	0.86	14	-3	-9	0.96	-9	14	3
CN(Cc1ccccc1)c1nc2c(c(=O)[nH]c(=O)n2C)n1CCCc1ccccc1	1.1	-3	5	6	1	-8	-9	-2
COc1ccc(NCc2cc(=O)[nH]c3ccccc23)cc1	0.9	6	-6	11	1	4	10	-1
O=C(COC(=O)c1cc(=O)[nH]c2ccccc12)NC(=O)c1ccccc1	1.1	4	-1	-10	1	0	-5	-2
O=C(O)CCn1c(SCCOc2ccccc2)nc2ccccc21	0.73	-4	3	0	1	-4	27	0
O=C(/C=C/c1cccc([N+](=O)[O-])c1)OC1CCCCC1=O (stereo not given)	1	-1	-3	-7	0.94	-3	-2	6
COc1ccc(CC(=O)N2CCCc3ccccc32)cc1OC	1.2	0	4	1	1	-5	-23	0
